TR SRC2 fluor cs: Texas Red fluorescence interference in TRb-SRC2 counter-screen | AID 1479 | TRb/SRC2 Texas Red total fluorescence interference | Potency, µM (doses to about 106 µM), for inactives: at the highest dose fluorescence change, negative = quenching | actives 0.29% (n = 280,000); active means well fitted curve in either direction with a large enough effect; inconclusive means small, poorly fitted or top-dose-only effect
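Human TRb ligand-binding domain at 0.6 uM with 20 nM Texas Red SRC2 peptide in Tris buffer containing 1 uM T3 and 5% DMSO, incubated with compound 5 h at ambient temperature. Total fluorescence (555/632 nm) calculated as parallel + 2 × perpendicular.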
aGal spleen mod: inhibitors or activators of human alpha-galactosidase in spleen homogenate; P06280; human spleen homogenate, 4MU-alpha-Gal fluorescence, 40 min; Potency, µM (top dose mostly 80 µM), for inactives: at the highest dose activity change, negative = inhibition, actives largely listed as inhibitors; actives 0.008% (n = 240,000); AID 2107;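 further: 0% = enzyme with vehicle and -100% = no enzyme basal signal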
Target sequence (P06280 32-429 limits assumed): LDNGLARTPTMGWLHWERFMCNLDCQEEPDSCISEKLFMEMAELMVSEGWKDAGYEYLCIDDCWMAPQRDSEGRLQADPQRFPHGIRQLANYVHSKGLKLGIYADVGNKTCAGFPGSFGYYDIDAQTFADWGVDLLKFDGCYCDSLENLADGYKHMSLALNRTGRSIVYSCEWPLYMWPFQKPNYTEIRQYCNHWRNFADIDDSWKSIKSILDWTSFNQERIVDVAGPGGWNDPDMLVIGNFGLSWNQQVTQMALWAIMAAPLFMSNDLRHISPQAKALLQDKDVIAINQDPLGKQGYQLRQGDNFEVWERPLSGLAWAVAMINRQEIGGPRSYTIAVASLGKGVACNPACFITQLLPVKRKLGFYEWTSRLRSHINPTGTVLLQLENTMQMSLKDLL
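Fluorogenic readout (Ex 365/Em 440 nm) of 4-methylumbelliferone released from 1 mM 4-MU-alpha-galactoside by spleen homogenate, 40 min at 37C, pH 5.0. Data normalized to no-enzyme and enzyme controls; Hill-equation AC50 from compound titrations.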
L3MBTL1 inh: inhibitors of human L3MBTL1. actives 0.66% (n = 230,000). Potency, µM (titrated, usually from 57.1 µM), without a hit: at the highest dose activity, negative = inhibition, usual class: inhibitors. AlphaScreen L3MBTL1–H3K9me1 peptide binding. AID 485360; further: nearly all actives have a fitted effect of over 60% in size
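AlphaScreen assay: L3MBTL1 (50 nM final) was preincubated 30 min at room temperature with biotinylated H3(1-15)K9me1 peptide (75 nM final), then 30 min with library compounds; streptavidin donor and nickel chelate acceptor beads (10 ug/mL final) added, 30 min dark.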
TRb-SRC2 inh: disrupts binding of human TR beta to SRC2. P10828. TRbeta-SRC2 peptide binding, fluorescence polarization; receptor liganded with 1 µM T3. actives 0.065% (n = 280,000). AID 1469. Potency, µM (highest dose often 106 µM), inactives show at the top dose activity change, negative = inhibition, usual class: inhibitors;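 further: plate controls were bound peptide for no effect and peptide without receptor for full effect; nearly all actives have a fitted effect of over 50% in size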
Target sequence (P10828 whole entry, looked up): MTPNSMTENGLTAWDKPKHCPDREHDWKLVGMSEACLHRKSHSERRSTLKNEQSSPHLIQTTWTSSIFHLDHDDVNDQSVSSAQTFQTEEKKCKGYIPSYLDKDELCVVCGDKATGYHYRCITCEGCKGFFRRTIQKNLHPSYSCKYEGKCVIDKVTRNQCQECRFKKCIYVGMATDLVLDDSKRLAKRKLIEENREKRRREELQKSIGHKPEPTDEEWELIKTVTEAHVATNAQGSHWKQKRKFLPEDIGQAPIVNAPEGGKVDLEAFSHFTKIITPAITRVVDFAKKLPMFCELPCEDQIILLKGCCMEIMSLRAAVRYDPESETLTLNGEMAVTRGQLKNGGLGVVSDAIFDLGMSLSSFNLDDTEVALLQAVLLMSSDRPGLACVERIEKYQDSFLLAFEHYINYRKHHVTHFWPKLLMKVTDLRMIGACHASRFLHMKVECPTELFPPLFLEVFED
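TRb LBD 0.6 uM + Texas Red SRC2 peptide 20 nM, 1 uM T3, Tris buffer w/ 5% DMSO; compound pinned, 5 h RT; FP read ex 555/em 632; normalized to unbound and bound controls.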
Tau ThT inhib: tau fibrillization inhibition (ThT binding); Potency, µM (top dose mostly 57.4 µM), without a hit: at the highest dose activity, negative = inhibition, usual class: inhibitors; P10636; actives 2.1% (n = 270,000); recombinant tau K18 P301L, heparin-induced fibrillization, ThT fluorescence; AID 1460; further: nearly all actives have a fitted effect of over 55% in size
Target sequence (P10636 561-689 P618L limits assumed): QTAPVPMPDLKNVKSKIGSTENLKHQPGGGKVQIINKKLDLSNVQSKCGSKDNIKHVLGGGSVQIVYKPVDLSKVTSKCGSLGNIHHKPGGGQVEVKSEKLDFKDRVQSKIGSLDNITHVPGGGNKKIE
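Using a mix of unlabeled (15 uM) and Alexa 594-labeled (0.24 uM) tau K18 P301L, heparin-triggered fibrillization over 6 hr at 37 C was scored by ThT fluorescence.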
Tau fluor counter: counter-screen for tau fibril formation inhibitors | AID 1463 | tau K18 P301L Alexa594 fluorescence, heparin fibrillization | Potency, µM (titrated, usually from 57.7 µM), without a hit: at the top dose activity change, negative = decrease | actives 0.93% (n = 280,000); further: nearly all actives have a fitted effect of over 55% in size
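Human tau K18 P301L (15 uM unlabeled, 0.24 uM Alexa 594-labeled) in 100 mM sodium acetate pH 7 with 20 uM heparin, 6 hr at 37 C. ThT 30 uM added, 1 hr ambient; Alexa 594 FP and total fluorescence read at 555/632 nm.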
ALDH1A1 block: ALDH1A1 (human) enzyme inhibition. Purified ALDH1A1, NADH fluorescence, propionaldehyde substrate. Potency, µM (titrated, usually from 75.3 µM), for the others: top-dose activity, negative = inhibition, most hits filed as inhibitors. actives 7.3% (n = 220,000). P00352; active means well fitted inhibition curve with a large enough effect, not every such curve was filed as active; inconclusive means small, poorly fitted or top-dose-only effect, or another doubt; inactive means no such curve, though single readings can be large or run the other way;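 further: plate controls were no enzyme wells and a reference inhibitor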
Tau FP inhib: tau fibrillization inhibition (FP). actives 0.39% (n = 280,000). Potency, µM (doses to about 57.7 µM), inactives show at the highest dose activity, negative = inhibition, usual class: inhibitors. AID 1468. K18 P301L tau heparin fibrillization, Alexa594 FP, 6 h; further: nearly all actives have a fitted effect of over 55% in size
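Read-out: fluorescence polarization of Alexa 594-labeled tau (0.24 uM), 555 nm excitation, 632 nm emission. Mixtures held 15 uM unlabeled K18 P301L, compound and 20 uM heparin, pH 7 acetate buffer, incubated 6 hr at 37 C.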
Numbers without * were called inactive; ? = inconclusive; nt = no result given; & = joins results of further samples; [ ] = remark or other dose. Unless noted, the call rests on the fitted dose curve; in most records, active means well fitted curve in the direction sought with a large enough effect; inconclusive means small, poorly fitted or top-dose-only effect, or another doubt; inactive means no such curve, though single readings can be large; an effect the other way counts as inactive or inconclusive. Unless noted, on the % scale 0 is the no-effect control and ±100 the full control effect; potency means the concentration at half of the fitted maximal effect.

Molecule	TR SRC2 fluor cs	aGal spleen mod	L3MBTL1 inh	TRb-SRC2 inh	Tau ThT inhib	Tau fluor counter	ALDH1A1 block	Tau FP inhib
Cc1cc(-c2nnc3sc(C4CCCCC4)nn23)n[nH]1	-2%	5%	3%	2%	-3%	-6%	11%	-12%
COc1ccc(/C(C)=N/N2C(=O)c3ccccc3NC2c2ccc(O)c(OC)c2)cc1 (centres undefined)	-4%	-3%	-8%	1%	-18%	-2%	-9%	-3%
Cc1ccc(-c2cc(C(=O)NCCCn3ccnc3)c3cc(Br)ccc3n2)o1	-3%	?	-21%	-16%	?	-22%	?	-8%
N#Cc1nc(Cc2cccc3ccccc23)oc1NCCN1CCCCC1	3%	4%	-6%	-18%	-11%	-10%	-10%	0%
COC(=O)CS(=O)(=O)c1nnc([C@H](Cc2ccccc2)NC(=O)OC(C)(C)C)o1	3%	-8%	4%	3%	?	5%	8.9µM*	-12%
C=CCc1cccc2cc(C(=O)Nc3ccccc3C(=O)O)c(=O)oc12	-6%	0%	-28%	3%	?	5%	?	-2%
CCN(CC)CC(=O)Nc1c(C)cc(C(C)(C)C)cc1C	-4%	2%	3%	2%	-2%	9%	0%	0%
COc1ccc2c(c1)O[C@H](c1ccc3c(c1)OCO3)[C@@H](OC(=O)Nc1ccc(C)c(Br)c1)C2=O	0%	8%	nt	8%	?	-23%	-4%	-7%
Cc1cc(C)cc(OCc2ccc(C(=O)O)o2)c1	-2%	-7%	3%[11.4 µM]	8%	1%	5%	11%	5%
O=C(c1ccc2c(c1)OCCO2)C1CCN(S(=O)(=O)c2ccccc2F)CC1	0%	9%	5%	2%	-4%	-28%	?	-11%
COc1cc2nc(C3CCC3)n(NC(=O)C3CCC3)c(=O)c2cc1OC	-2%	-6%	12%	9%	3%	0%	-8%	4%
COc1cc(C(=O)ON=C2C=C(C)C(=O)C(C)=C2)cc(OC)c1OC	-2%[53 µM]	12%	6%	-2%[53 µM]	?	-1%	-3%	-1%
O=c1[nH]c(NCCO)nc2ncn(Cc3ccccc3)c12	0%	-4%	nt	-12%	-6%	-7%	?	-1%
Cc1nc(SCc2c(F)cccc2Cl)c2c(=O)n(C)c(=O)n(C)c2n1	-4%	-8%	nt	-3%	-18%	-15%	2%	4%
CCCCn1c2nc3ccccc3nc2c2c(=N)oc(C)nc21	2%	?	1%	8%	?	0%	?	7%
COc1ccc(CN(CC(=O)NCc2ccco2)C(=O)CCC(=O)Nc2ccccn2)cc1	1%	-1%	-5%	-11%	-4%	4%	?	0%

An excerpt from further up, as a working copy:
Molecule	TR SRC2 fluor cs	aGal spleen mod	L3MBTL1 inh	TRb-SRC2 inh	Tau ThT inhib	Tau fluor counter	ALDH1A1 block	Tau FP inhib
Cc1cc(-c2nnc3sc(C4CCCCC4)nn23)n[nH]1	-2%	5%	3%	2%	-3%	-6%	11%	-12%
COc1ccc(/C(C)=N/N2C(=O)c3ccccc3NC2c2ccc(O)c(OC)c2)cc1 (centres undefined)	-4%	-3%	-8%	1%	-18%	-2%	-9%	-3%

(next part)
Molecule	TR SRC2 fluor cs	aGal spleen mod	L3MBTL1 inh	TRb-SRC2 inh	Tau ThT inhib	Tau fluor counter	ALDH1A1 block	Tau FP inhib
COc1ccc2c(-c3ccccc3)cc3nnnn3c2c1	1%	1%	5%	-13%	-7%	-9%	-10%	-3%
O=C(N/N=C/c1ccccc1OCC(=O)N1CCCC1)C(=O)Nc1ccccc1F	-2%	6%	-1%	3%	-2%	13%	8%	1%
Cc1c(-c2ccccc2)[n+](=O)c(-c2ccco2)c(C)n1[O-]	-4%	1%	nt	4%	-8%	2%	?	-11%
O=C(COC(=O)Cc1cccs1)Nc1ccc(F)c(F)c1F	-1%	-8%	nt	3%	-4%	-11%	-8%	-11%
NCCCNCCCCNCCCN	-4%&4%&-2%	-11%&-5%&9%	6%	1%&3%&6%	?	-4%&-1%	0%&2%	0%&3%
CC(C)CC1C(C#N)=C(N)OC2=C1C(=O)CC(c1ccccc1)C2 (centres undefined)	-1%	-18%	-14%	1%	-16%	-21%	?	-1%
Cc1c(Br)c(=O)oc2c(Br)c(O)c(O)cc12	-9%	0%	3.5µM*	-6%	13µM*	?	?	?
O=C(OCC(=O)N1CCc2ccccc21)c1ccc[nH]c1=O	-2%	5%	1%	1%	7%	8%	-15%	3%
Cc1cccc(Nc2nc(N)nc(N)c2S(=O)(=O)c2ccccc2)c1	3%	nt	nt	5%	1%	?	nt	?
COc1ccc(N(CC(=O)NCc2ccccn2)S(=O)(=O)c2ccccc2[N+](=O)[O-])c(OC)c1	-1%	4%	-2%	-7%	-4%	-5%	-3%	-4%
COc1cccc(/C=C(\C#N)c2nc3ccccc3c(=O)[nH]2)c1OC	?	nt	nt	1%	-11%	-3%	nt	3%
CCn1c(N)nc2c1c(=O)n(C)c(=O)n2C	-1%	-2%	3%	-8%	-5%	4%	-5%	-4%
COc1cc(/C=N/NC(=O)c2cncc(Br)c2)ccc1OC(=O)c1ccc2c(c1)OCO2	-2%	0%	-6%	9%	-8%	0%	9%	5%
N#Cc1cc2c(nc1SC1CCCCC1O)CCCC2 (centres undefined)	1%	0%	-5%	7%	-7%	-5%	?	0%
Cc1cc2oc(=O)cc(CN3CCN(S(=O)(=O)c4cccs4)CC3)c2cc1C	-1%[53 µM]	-2%	2%	2%[53 µM]	0%	-11%	?	1%
Cc1ccc2c(c1)c(N=NC(N)=O)c(O)n2C	-6%	-6%	8%	5%	?	2%	2%	1%
CCC(=O)N1CCC2(CC1)Oc1ccc(Cl)cc1C(=O)C21CC(c2ccccc2)=NO1 (centres undefined)	-2%	12%	nt	10%	14%	14%	nt	8%
CCn1c(CSCc2ccc(C)cc2)nnc1SCC(=O)NCc1ccccc1	1%	?	-4%	1%	-18%	-10%	-4%	-1%
O=C(CSc1n[nH]c(=O)[nH]c1=O)Nc1ccc(C(=O)O)cc1	0%	1%	7%	-2%	-4%	2%	-7%	8%
CC(C)C(=O)N1CCN(c2ccc([N+](=O)[O-])cc2Cl)CC1	-1%	1%	-1%	8%	-13%	9%	14µM*	-2%
COc1cccc(CC(=O)N2CCc3nc(-c4ccccc4)c4c(c3C2)CO[C@@H](C)C4)c1	-3%[11.2 µM]	0%[17.5 µM]	nt	0%[11.2 µM]	-9%[11.5 µM]	-11%[11.6 µM]	12%[13.5 µM]	1%[11.6 µM]
CCN1CCN(C(c2ccccc2OC)c2nnnn2C2CCCCC2)CC1 (centres undefined)	-1%	2%	nt	1%	-11%	-4%	1%	-4%
CC(Cc1ccccc1)NC(=O)c1ccc([N+](=O)[O-])cc1 (centres undefined)	0%	3%	6%	-2%	-6%	-10%	9%	3%
CCCCNc1cnn(-c2ccccc2)c(=O)c1Cl	2%	2%	11%	2%	-3%	-6%	-3%	4%
CC(C(=O)Nc1ccncc1)(c1ccccc1)c1ccccc1	0%	-7%	-4%	-3%	3%	5%	2%	0%
O=C(c1ccc(-c2cc(Cl)ccc2Cl)o1)N1CCOCC1	-1%	1%	-9%	-2%	-11%	-3%	-9%	-1%
CCn1ncc(Cl)c1C(=O)Nc1cc([N+](=O)[O-])ccc1OC	-2%	3%	-5%	-2%	8%	14%	-4%	6%
O=C(COc1ccccc1)NCC1CCCO1 (centres undefined)	-1%	0%	-1%	-1%	-10%	1%	12%	2%
COC(=O)c1c(C)oc(C)c1S(=O)(=O)NC(c1ccccc1)c1ccccc1	1%	-6%	nt	-5%	nt	-18%	nt	5%
CCOC(=O)C1(C)NC(c2ccccc2F)C2C(=O)N(CC)C(=O)C21 (centres undefined)	-2%	4%	9%	5%	6%	9%	8%	-3%
COc1cc(C(C(=O)NCc2ccccc2)N(Cc2ccco2)C(=O)c2cnccn2)cc(OC)c1OC (centres undefined)	-5%	-5%	?	-5%	2%	7%	10%	8%
O=C(Cn1ncc2c3ccccc3n(Cc3cccc(Cl)c3)c2c1=O)NCc1cccs1	-1%	nt	nt	-1%	0%	-2%	nt	-15%
COC(=O)C1=C(C(=O)OC)[C@@H]2N(C)c3ccccc3[C@@]23C[C@@H](C(=O)OC)N(C(C)=O)C3=N1	-1%[11.2 µM]	11%[17.5 µM]	nt	3%[11.2 µM]	-2%[11.5 µM]	-4%[11.6 µM]	4%[13.5 µM]	-5%[11.6 µM]
CC1=C2C3OC(=O)C(C)[C@@H]3CC[C@](C)(O)C2C2C3C4C5(C12)[C@H]1OC(=O)[C@@H](C)C1CC[C@]4(C)O[C@]5(C)[C@@H]3O (some centres undefined)	-3%	1%	2%	0%	-3%	-2%	0%	7%
CCCN(C(=O)c1cc2c(s1)CCC2)c1c(N)n(Cc2ccccc2)c(=O)[nH]c1=O	-7%	6%	18µM*	1%	-17%	-17%	nt	-2%
CCOCCn1ccc2c(OCC(=O)Nc3ccc(C(N)=O)cc3)cccc2c1=O	0%	nt	nt	-5%	0%	10%	nt	3%
COc1cc(NC(=O)Nc2ccccc2)c(OC)cc1NC(=O)CN1CCCCC1	-1%	7%	nt	-4%	?	28µM*[quencher]	-9%	?
CS/C(N)=N/N=C/c1ccc2c(c1)OCO2	-2%	2%	1%	0%	?	-15%	nt	-5%
COc1ccc(C(CC(=O)N2CCOCC2)c2c(O)cc(OC)cc2OC)cc1 (centres undefined)	0%&-1%	-3%&6%	nt	1%&-3%	-4%	-5%	nt	-1%
COc1cc(CNC(=O)c2cc(-c3ccccc3)n[nH]2)cc(OC)c1OC	0%	nt	nt	4%	0%	-4%	nt	-9%
CCC(=O)N(Cc1cc(=O)[nH]c2ccccc12)c1ccccc1C	-1%	-6%	-4%	-2%	-7%	-6%	-8%	0%
O=C(Cc1cccs1)NCCc1csc(-c2ccccc2)n1	-1%	-3%	-27%	1%	-15%	-18%	nt	5%
CCn1c(SCC(=O)N/N=C\c2ccccc2OCC(=O)O)nnc1-c1ccc(Cl)cc1	-7%	11%	1%	1%	-13%	-3%	nt	0%
Cc1c(Cl)cccc1NC(=O)C(C)N(c1ccccc1)S(C)(=O)=O (centres undefined)	-3%	nt	nt	5%	3%	-4%	nt	-15%

Source: PubChem (National Center for Advancing Translational Sciences (NCATS))

Rows are unselected; any-hit rate near 8.5%.
